# From PubChem BioAssay
# TPT1 inh: C. albicans TPT1 enzyme inhibition. recombinant caTPT1, FP RNA substrate dephosphorylation. inhibition, % at 5 µM. 300,000 tested, 0.81% active. AID 1962;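 active = inhibition above the mean of all tested compounds plus 3 SD, set per screening campaign, cut at about 24% in these data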;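 also: plate controls were DMSO alone for no effect and ferristatin control at 100 nM for full effect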
# Efflux pump inh: inhibitors of Candida antifungal efflux pumps expressed in yeast. AID 485275. 330,000 tested, 0.44% active. S. cerevisiae Candida pump triplex, Nile Red efflux. inhibition, % at 10 µM;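 active = plate passing quality check with inhibition over a set limit, or well fluorescence over plate mean plus 4 SD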;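 also: Nile Red retained in pooled yeast measured as flow cytometry median fluorescence; 0% = buffer negative control and 100% = Enniatin B positive control; higher means more Nile Red kept so more efflux inhibition; some compounds called inactive have numbers as strong as hits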
# JMJD2C inh: human JMJD2C demethylase inhibition. 330,000 tested, 0.069% active. Q9H3R0. GST-JMJD2C(1-420) H3K9me3 demethylation, DELFIA europium. AID 2099. inhibition, % at 2.35 µM;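 active = more than half of a compound's replicate wells show inhibition beyond 50%, single wells judged on their own value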;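 also: signal counts dimethyl H3K9 product captured on neutravidin plate; 0% = median of DMSO wells and 100% = 0.3 times that DMSO median; strong numbers were not always called active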
# Target sequence (Q9H3R0 1-420 limits assumed): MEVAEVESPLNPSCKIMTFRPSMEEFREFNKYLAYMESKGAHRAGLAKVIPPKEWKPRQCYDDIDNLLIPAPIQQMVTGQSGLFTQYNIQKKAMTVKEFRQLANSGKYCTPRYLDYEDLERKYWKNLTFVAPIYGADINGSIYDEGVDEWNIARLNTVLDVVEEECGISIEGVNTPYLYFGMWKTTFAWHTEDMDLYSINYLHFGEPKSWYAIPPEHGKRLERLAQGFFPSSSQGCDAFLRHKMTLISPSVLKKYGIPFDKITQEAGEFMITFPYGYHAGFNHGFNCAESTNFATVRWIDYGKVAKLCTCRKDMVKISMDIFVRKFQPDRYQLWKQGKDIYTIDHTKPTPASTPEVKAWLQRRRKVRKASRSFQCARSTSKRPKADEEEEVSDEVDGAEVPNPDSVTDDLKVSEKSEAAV
# PP1 inh: PP1-alpha (human) inhibition in PP5 counter-screen; P62136; purified PP1alpha, OMFP fluorescence; inhibition, % at 6.7 µM; 320,000 tested, 0.9% active;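 active = inhibition above the mean inhibition of all tested compounds plus 3 SD, computed separately for each screening campaign, cut at about 15% in these data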
# PREPL inhibitor: inhibits the human prolyl oligopeptidase-like enzyme; Q4J6C6; recombinant PREPL, fluorescence polarization activity-based probe; inhibition, % at 5.96 µM; 320,000 tested, 0.68% active; AID 2751; in the data active = inhibition above about 43%;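 also: 0% = enzyme with DMSO and 100% = wells lacking enzyme; many of its hits are not listed in these tables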
# HCV core dimer: HCV core protein dimerization inhibition | TR-FRET GST/Flag-core106 dimerization, 1536-well | 300,000 tested, 0.33% active | AID 1899 | inhibition, % at 5 µM;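 active = inhibition above the mean of all tested compounds plus 3 SD, set per screening campaign, cut at about 45% in these data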
#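 System: GST-tagged and Flag-tagged HCV core protein residues 1-106 / Input: core106 proteins, GST 13.5 nM and Flag 17 nM / Buffer or medium: KF-containing HEPES buffer, pH 7.45, DTT, CHAPS, BSA / Probe or stimulus: Eu-anti-GST and XL665-anti-Flag labelled anti-tag antibodies / Schedule: 4 h, 22.5 °C incubation / Technique: TR-FRET 671 and 617 nm emission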
# LYPLA2 inh: blocks human lysophospholipase 2, a PME1 counter-screen | O95372 | recombinant LYPLA2, FP-Rh probe fluorescence polarization | inhibition, % at 5.9 µM | 320,000 tested, 0.38% active;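 active = inhibition above the screen-wide mean plus 3 SD, limit set per campaign, cut at about 26% in these data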;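 also: 0% = LYPLA2 with DMSO and 100% = wells lacking LYPLA2 enzyme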
# PP5 primary: inhibitors of human protein phosphatase 5 (PP5) | P53041 | purified PP5c, OMFP substrate fluorescence | inhibition, % at 6.7 µM | 320,000 tested, 0.18% active | AID 1987;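 active = inhibition above the campaign's mean inhibition across all tested compounds plus 3 SD, cut at about 9.5% in these data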;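 also: 0% = DMSO only and 100% = 100 µM cantharidin control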
# Target sequence (P53041 whole entry, looked up): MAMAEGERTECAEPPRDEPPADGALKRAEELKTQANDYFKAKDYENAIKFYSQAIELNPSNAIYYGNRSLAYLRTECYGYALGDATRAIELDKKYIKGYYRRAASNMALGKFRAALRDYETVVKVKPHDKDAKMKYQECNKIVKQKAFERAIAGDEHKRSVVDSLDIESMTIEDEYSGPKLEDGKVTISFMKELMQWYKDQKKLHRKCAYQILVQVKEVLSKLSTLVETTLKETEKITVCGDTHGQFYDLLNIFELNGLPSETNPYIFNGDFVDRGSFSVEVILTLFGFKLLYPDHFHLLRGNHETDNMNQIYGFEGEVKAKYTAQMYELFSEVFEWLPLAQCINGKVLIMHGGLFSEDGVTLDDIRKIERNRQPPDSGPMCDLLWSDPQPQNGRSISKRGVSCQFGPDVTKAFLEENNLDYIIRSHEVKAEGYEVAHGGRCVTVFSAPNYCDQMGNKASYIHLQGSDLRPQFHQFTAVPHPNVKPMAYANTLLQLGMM
# Fh CTSL1 inh: cathepsin L1 inhibition, PFM18AAP counter-screen. recombinant F. hepatica cathepsin L1, Z-Leu-Arg-MCA fluorescence. inhibition, % at 5.96 µM. 300,000 tested, 0.49% active. AID 1906;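 active = inhibition above the mean of all tested compounds plus 3 SD, set per screening campaign, cut at about 17% in these data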;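 also: 0% = plate median of test compound wells and 100% = 1 µM Z-Phe-Ala-diazomethylketone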
# The depositor's hits bear a star; i = inactive; nt = no result given. This is a subset. The share of hits here may be higher or lower than overall.
cpd	SMILES	TPT1 inh	Efflux pump inh	JMJD2C inh	PP1 inh	PREPL inhibitor	HCV core dimer	LYPLA2 inh	PP5 primary	Fh CTSL1 inh
1	O=C(Cc1cccc(NC(=O)C2CCN(C(=O)C3CCCC3)CC2)c1)Nc1cccc(C(=O)N2CCCC2)c1	nt	0.2	2.3	-2.2	4.3	nt	-4.4	0.6	nt
2	COC(=O)c1ccc(NC(=O)CSCc2ccccc2C)cc1	0.9	0.0	-55.9	0.9	6.0	-5.4	0.4	2.7	-2.8
3	COc1ccc(C(=O)NCC(=O)NCC(=O)OCC(=O)c2ccc(Br)cc2)cc1	-4.3	-0.3	-0.1	-1.6	2.1	7.4	1.6	-0.4	-10.8
4	CCN(c1ccccc1)S(=O)(=O)c1ccc(C(=O)NCCc2ccc(S(N)(=O)=O)cc2)cc1	-1.6	0.0	4.3	-3.4	-5.0	-1.2	9.7	2.1	-11.2
5	COc1ccc(N2CCN(CC(O)COCCOc3ccc(Br)cc3)CC2)cc1 (stereo not given)	-0.9	0.3	-2.8	-2.1	10.0	-5.9	9.8	1.0	0.6
6	COc1ccccc1C(=O)Nc1ccccc1N1CCOCC1	-3.3	0.0	0.8	-1.7	8.8	3.7	-2.4	0.8	3.4
7	O=C1C(=O)N(CCO)C(c2ccccc2[N+](=O)[O-])/C1=C(\O)c1ccccc1 (stereo not given)	-2.2	0.0	0.5	0.2	5.2	4.0	6.5	-0.1	0.2
8	COc1cccc(NC(=O)Nc2cccnc2)c1	-3.6	0.0	17.9	-2.5	2.9	1.3	-3.8	-1.4	4.0
9	Cc1ccc([N+](=O)[O-])cc1NC(=O)CNC1CCCCC1	-3.4	0.8	10.0	6.8	-0.2	-11.7	-3.1	-4.4	-1.8
10	COc1cccc(NC(=O)c2ccc3c(c2)CCCC3)c1	-3.6	51.5*	-1.4	3.4	21.3	-3.6	1.5	2.7	4.6
11	COc1ccccc1CNS(=O)(=O)c1c(C)nc2scc(C)n2c1=O	3.3	-0.2	25.1	1.2	-7.0	4.8	-5.5	-0.8	2.3
12	C/C(=C\C(=O)c1ccc(Cl)cc1Cl)N(C)C	2.9	0.2	-32.8	-1.9	14.2	2.6	-4.0	0.7	-3.7
13	O=C(COC(=O)c1cncc(Br)c1)NC1CCCC1	-3.6	-0.1	-6.9	-1.5	15.3	-2.7	6.8	2.0	-11.2
14	CCN(CC(=O)NCCc1ccc(S(N)(=O)=O)cc1)Cc1nc2ccccc2c(=O)[nH]1	-0.6	0.0	-18.3	-1.4	0.0	-0.8	-4.6	0.7	0.8
15	Cc1ccccc1NC(=O)c1ccc(C)c(S(=O)(=O)Nc2cccnc2)c1	-0.1	0.0	2.8	-1.3	5.6	9.6	7.1	1.1	3.7
16	COc1ccc(C)cc1NS(=O)(=O)c1ccc(Br)s1	2.6	-0.1	-0.2	-1.8	-7.8	-2.6	-4.4	3.7	1.6
17	CC(C)CCNC(=O)CCn1nc(-c2ccccc2)ccc1=O	-0.9	0.1	-20.6	1.2	-3.2	-3.3	-0.1	0.7	0.7
18	N#CCCn1cc(C(=O)O)c(-c2cccs2)n1	-3.5	-0.1	-5.4	-2.2	20.9	0.3	13.8	-1.3	-4.7
19	CCCC(=O)N(CCN1CCOCC1)c1nc2ccc(OCC)cc2s1	3.5	0.1	-3.9	0.5	4.6	-3.3	-7.2	-1.8	2.6
20	O=C(NC1(C(F)(F)F)NC(=O)N(Cc2ccco2)C1=O)c1cccs1 (stereo not given)	0.2	-0.2	6.7	-0.3	1.5	6.7	0.1	-0.4	4.5
21	O=C(c1cc2cc(Cl)ccc2[nH]1)N1CCN(c2ccccc2F)CC1	-1.6	0.1	-12.4	-2.3	5.2	17.2	-2.3	4.0	-0.2
22	O=C(O)C1CCCCC1C(=O)Nc1ccc2c(c1)CCC2 (stereo not given)	2.8	0.3	1.9	-0.2	7.1	-1.6	-8.9	-0.5	-1.4
23	Cc1cc(C)c(NC(=O)COC(=O)C2CCC(=O)N2)c(C)c1 (stereo not given)	-3.8	-0.2	4.0	2.0	1.1	1.6	-2.5	-1.4	3.5
24	COc1cccc(-c2nc(CS(=O)CC(=O)NCc3ccccc3)c(C)o2)c1 (stereo not given)	1.6	-0.2	5.4	0.5	11.6	1.7	-1.0	-0.7	5.3
25	COc1ccc(NCC(O)Cn2c(C)c(C)c3ccccc32)cc1 (stereo not given)	6.1	0.0	11.4	-3.8	10.5	-6.4	4.9	1.8	0.6
26	O=C(Nn1c(-c2ccncc2)nc2ccccc2c1=O)c1ccc(Br)cc1	0.5	-0.1	i	0.6	-25.7	-3.4	1.4	2.0	-3.8
27	O=[N+]([O-])c1ccc(C[n+]2ccccc2)cc1	0.9	0.0	9.7	-7.9	12.2	-24.5	-1.6	-6.4	3.7
28	CCOc1ccc(NC(=O)CSc2nccn(-c3ccc4c(c3)OCCO4)c2=O)cc1	0.7	0.0	3.3	0.5	7.2	4.7	2.5	-0.8	7.5
29	Cc1onc(-c2ccccc2)c1CNC(=O)Nc1ccc(C(F)(F)F)cc1	-0.4	-0.1	-7.6	3.6	-17.3	-5.1	-26.3	7.3	7.3
30	CCOc1ccc(S(=O)(=O)NCC2CCCO2)c2cccnc12 (stereo not given)	-0.9	0.2	-2.4	-3.7	13.6	1.7	-1.5	1.6	3.6
31	CCCOc1ccc(-c2cnc(N)s2)cc1	1.6	0.0	3.3	-6.2	4.4	-6.3	1.3	1.0	-1.0
32	COc1ccc(N2CCN(C(=O)CCn3nnc4ccccc43)CC2)cc1	-0.3	-0.1	-0.3	4.5	16.1	-3.3	5.5	-2.7	-2.6
33	COc1ccc(NC(=O)CSc2nnc(Cc3ccc(C)cc3)c(=O)n2N)cc1	-4.3	0.7	-7.4	-4.1	-2.6	-0.7	-5.7	2.0	1.6
34	Cc1ccc(C(=O)O)cc1-c1ccc(C=C2C(=O)c3ccccc3C2=O)o1	30.2*	0.1	25.5	-2.1	15.2	-2.4	8.2	-2.3	0.4
35	Cc1ccc(CNC(=O)CCC(=O)n2ncc3cc(C)ccc32)cc1	1.3	0.1	33.6	-1.5	-0.8	-5.7	-2.3	-1.2	-6.5
36	Cc1ccc(N2C(=O)CSC2c2ccccn2)cc1Cl (stereo not given)	2.0	-0.1	-20.9	-3.3	0.2	-4.7	-4.8	0.2	-1.5
37	COc1cccc(OC)c1OC(=O)c1cnccn1	-4.5	0.0	5.9	0.5	4.6	0.7	2.8	-0.7	0.5
38	NC(=O)C1CCCN(C(=O)NC2CCCCC2)C1 (stereo not given)	-0.8	0.0	5.6	-4.3	-4.9	-6.5	-0.1	-0.4	-2.0
39	Cc1sc2ncn(CC(=O)OCC(=O)NC(C)(C)C)c(=O)c2c1C	-4.2	0.0	30.0	-4.2	10.4	-1.8	-4.6	-0.9	1.0
40	CCCNS(=O)(=O)c1ccc(CCC(=O)N2CCCC2)cc1	-0.3	0.2	-10.5	0.5	9.1	-1.0	-0.1	2.0	-0.2
41	COc1cc(O)ccc1/C=N/NC(=O)c1ccc([N+](=O)[O-])cc1	-9.4	0.0	4.3	-1.8	9.2	-5.6	3.2	1.7	0.1
42	CCN(CC)S(=O)(=O)c1ccc(NC(=O)CO/N=C(\N)c2ccccc2)cc1	2.5	-0.1	0.7	-5.0	-6.9	2.3	1.4	1.6	-3.2
43	Cc1ccc(-c2cc(C(=O)N3CCN(c4ccc(F)cc4)CC3)c3ccccc3n2)o1	1.6	0.4	-3.5	0.0	-35.7	49.3*	-2.6	2.4	-0.6
44	COc1ccc(CNc2nc3c(c(=O)n(Cc4ccc(Br)cc4)c(=O)n3C)n2C)cc1	1.4	-0.1	-4.5	1.1	0.7	0.2	-4.9	2.1	2.0
45	O=c1oc2ccccc2c(N2CCCCC2)c1[N+](=O)[O-]	0.8	1.2*	-3.0	-2.1	-1.7	-6.3	4.4	0.4	0.2
46	Cc1ccccc1Cn1cc(NC(=O)c2nn(C)cc2Cl)cn1	1.4	0.0	14.2	-0.1	-7.1	-0.8	5.5	1.6	-2.5
47	Cc1ccc(CN2CCN(Cc3ccncc3)CC2CCO)o1 (stereo not given)	-6.2	-0.1	-16.7	2.2	14.4	1.1	-0.2	-0.1	12.0
48	COc1ccc(-c2cc3c(=O)n(CC(=O)Nc4cccc(Cl)c4)nc(C)n3n2)cc1	-2.2	0.1	-8.7	5.7	-4.2	8.1	1.1	1.4	-3.1
49	Cc1sc2ncn(CC(=O)NCc3ccccc3)c(=O)c2c1C	-2.7	0.5	-5.4	-1.9	21.4	-1.4	-0.7	1.2	-5.2
50	Cc1cc(Cl)ccc1OCC(=O)NNC(=O)C1CCN(c2ncnc3sc(C)c(C)c23)CC1	nt	-0.4	6.6	-3.4	-18.7	nt	2.0	4.2	nt
51	Cn1c(=O)c2c(ncn2Cc2ccc(Cl)cc2)n(C)c1=O	-6.6	-0.3	-12.5	-4.3	2.1	1.3	3.9	0.2	0.7
52	COC(=O)c1ccc(NC(=O)c2ccc(OC(C)=O)c(OC)c2)cc1	0.3	-0.1	-16.4	-2.3	-1.9	2.0	-0.9	0.7	-1.7
53	Cc1ccc(-c2nnn(CCOc3cccc(Br)c3)n2)cc1	2.0	-0.1	2.5	4.6	-3.8	-12.5	0.9	3.1	-2.0
54	Cc1cc(C)c2nc(Cl)c(Cl)nc2c1	2.9	0.5	0.1	4.3	13.3	6.3	-7.5	0.8	0.2
55	COc1ccc(C/C(C)=N/NS(=O)(=O)c2ccc(Br)cc2)cc1	-1.0	0.0	-8.0	0.1	-44.2	0.8	3.2	-0.7	6.6
56	CCOC(=O)c1csc(NC(=O)c2cc(=O)c3ccccc3o2)n1	1.2	-0.2	-3.9	-4.4	0.7	-10.8	-3.5	-1.5	2.1
57	OCC[C@H]1C[C@@H](O)[C@H](O)[C@]2(Cc3ccccc3O2)O1	-2.8	0.0	11.7	0.8	17.9	-19.3	3.9	0.8	-0.9
58	COc1ccc(-c2nnc(CSc3nc4ccccc4c(=O)n3CC(C)C)o2)cc1OC	-2.6	0.0	5.2	2.0	-5.2	7.8	-4.5	2.7	-2.3
59	COc1ccc(OC)c(C(=O)c2nc3c(n2O)CCCCC3)c1	-2.1	-0.1	3.5	0.4	-9.3	6.6	3.2	-0.1	6.5
60	CC(=O)NC(CCS(C)(=O)=O)C(=O)Nc1c(F)cccc1F (stereo not given)	2.8	0.1	1.8	-1.4	-11.2	-3.7	-2.9	3.4	-2.7

# Continued.
cpd	SMILES	TPT1 inh	Efflux pump inh	JMJD2C inh	PP1 inh	PREPL inhibitor	HCV core dimer	LYPLA2 inh	PP5 primary	Fh CTSL1 inh
61	COc1ccc(C)cc1NC(=O)CN1C(=O)C2CC=CCC2C1=O (stereo not given)	nt	-0.1	0.0	-0.6	-0.3	nt	6.1	1.7	nt
62	COc1ccc(CNC(=O)CCn2ccc3cc(S(=O)(=O)N4CCCC4)ccc32)cc1	-3.3	2.0	0.4	-0.5	14.4	-8.7	-2.5	0.7	-4.6
63	O=c1/c(=C/c2ccc(O)cc2)sc2nc3cc(Br)cnc3n12	2.6	0.0	1.8	1.1	5.0	-4.5	0.4	1.1	-0.6
64	CC1(C)Cc2nc3sc4c(=O)n(CC(=O)NCc5ccccc5)cnc4c3cc2CO1	0.7	0.1	nt	-5.0	9.7	-2.0	4.5	1.0	0.1
